High-throughput results deposited in PubChem by several laboratories.
MEKK2 mut-MEK5 = MEK5 binding signal on mutant MEKK2 PB1, primary screen, biochemical, multiplex bead flow cytometry, Alexa488-MEK5 | percent response, % at 10 µM | AID 1530, 2009 | Alexa488-MEK5 binding to MEKK2 mutant | 290,000 compounds, 0.35% hits; in the data active = percent response above about 24%, passing the limit was not always enough; also: inactives centre near 1; some results filed as inactive read as strong as hits; reference of the scale not given here
OXTR agonist = human OXTR agonists, primary screen, fluorescence, CHO-OTR cells, Fluo-8 calcium; Oxytocin receptor (Homo sapiens), P30559; AID 2435, 2010; 320,000 compounds, 0.32% hits; Fluo-8 calcium fluorescence; normalized: DMSO 0%, oxytocin 100%; activation, % at 3 µM;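 active = activation above the mean of all tested compounds plus 3 SD, cutoff set per screening run, cut at about 20% in these data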;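 also: peak over basal fluorescence ratio from a 100 s FLIPR kinetic read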
GPR7 antag = GPR7 receptor antagonists, primary screen, cell-based, fluorescence, single concentration; GPR7-expressing cells, fluorescence antagonist assay; 290,000 compounds, 1.1% hits; Neuropeptides B/W receptor type 1 (Homo sapiens), P48145; inhibition, % at 4.4 µM; in the data active = inhibition above about 16%, passing the limit was not always enough;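 also: cells stimulated with the agonist NPW; 0% = agonist with vehicle and 100% = vehicle without agonist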
MEKK2wt PB1 HTS = modulators of MEK5 binding to wildtype MEKK2, primary screen, biochemical, multiplex bead flow cytometry, Alexa488-MEK5; Alexa488-MEK5 binding to MEKK2 WT; actives lie on both sides; 290,000 compounds, 1.1% hits; binding response (% of control), % at 10 µM; in the data active = binding response below about 67% or above about 130%; inconclusive = no clear call, values can overlap the other calls; inactive = in between
MEKK3 PB1 HTS = modulators of MEKK3-MEK5 PB1 binding, primary screen, biochemical, wildtype MEKK3, multiplex bead flow cytometry, Alexa488-MEK5 | 290,000 compounds, 1.4% hits | binding response (% of control), % at 10 µM | bead-based flow cytometry, Alexa488-MEK5 binding to MEKK3; actives lie on both sides; 0 = blocked by unlabeled MEK5, 100 = vehicle | Mitogen-activated protein kinase kinase kinase 3 (Homo sapiens), Q99759;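 active = binding response more than 3 SD above or below the average of its plate-row segment, actives on both sides; inconclusive = wells at one plate position flagged as instrument error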;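 also: Alexa488 bead fluorescence after subtracting the streptavidin-only scavenger bead signal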
Target sequence (Q99759 whole entry, looked up): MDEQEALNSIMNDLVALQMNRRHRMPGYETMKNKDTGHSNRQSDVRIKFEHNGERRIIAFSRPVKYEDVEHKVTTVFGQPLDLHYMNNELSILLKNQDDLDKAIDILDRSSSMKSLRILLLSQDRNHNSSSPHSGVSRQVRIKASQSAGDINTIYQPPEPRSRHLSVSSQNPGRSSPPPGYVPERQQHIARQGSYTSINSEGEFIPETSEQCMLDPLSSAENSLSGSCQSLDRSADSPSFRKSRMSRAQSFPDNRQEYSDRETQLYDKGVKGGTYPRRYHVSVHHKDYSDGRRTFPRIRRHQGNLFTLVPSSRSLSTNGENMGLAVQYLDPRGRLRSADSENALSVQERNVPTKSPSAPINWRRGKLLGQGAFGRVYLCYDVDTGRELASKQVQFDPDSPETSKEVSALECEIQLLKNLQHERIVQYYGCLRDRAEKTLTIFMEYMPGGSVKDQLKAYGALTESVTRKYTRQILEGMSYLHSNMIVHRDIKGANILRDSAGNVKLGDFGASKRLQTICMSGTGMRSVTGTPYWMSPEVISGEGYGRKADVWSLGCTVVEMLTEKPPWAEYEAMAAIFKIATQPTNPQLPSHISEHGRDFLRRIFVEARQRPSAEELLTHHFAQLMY
V1aR counter = agonists of human V1a receptor, primary screen, counter-screen for OXTR agonist project, fluorescence, CHO-V1R cells; Vasopressin V1a receptor (Homo sapiens), P37288; Fluo-8 calcium fluorescence, agonist mode; 0% DMSO, 100% 3 nM vasopressin; activation, % at 3 µM; 320,000 compounds, 0.25% hits;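 active = activation above the mean activation of all tested compounds plus 3 SD, per screening run, cut at about 20% in these data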;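 also: signal is peak over basal fluorescence ratio across a 100 second FLIPR read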
PHOSPHO1 block = PubChem AID 1565; Phosphoethanolamine/phosphocholine phosphatase (Homo sapiens), Q8TCT1; recombinant PHOSPHO1, absorbance phosphatase assay; inhibition, % at 13.3 µM; 290,000 compounds, 1.1% hits; in the data active = inhibition above about 60%
NALP1 inh = NALP1 inflammasome inhibitors in reconstituted yeast, colorimetric, S. cerevisiae, triplicate retest. S. cerevisiae NALP1/ASC/caspase-1 growth, X-gal OD620, 72 h. inhibition, % at 10 µM. 280,000 compounds, 0.61% hits. AID 2071, 2009; in the data active = inhibition mostly above about 24%, no sharp cut-off; inactive = mostly below about 32%; also: some compounds called inactive have numbers as strong as hits
GalR3 antagonist = GalR3 antagonists in HEK293 cells, primary screen, cell-based, fluorescence readout; Galanin receptor type 3 (Homo sapiens), O60755; HEK293 GalR3-CNG cAMP membrane potential fluorescence; galR3 body fused to GalR1 C-terminus; inhibition, % at 3 µM; 360,000 compounds, 0.44% hits;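 active = inhibition above the screen-wide average plus 3 SD, cut at about 13% in these data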;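 also: forskolin and galanin both at EC90 stimulate the cells; cAMP rise reported by CNG channel membrane potential dye signal; 0% = forskolin plus galanin with DMSO and 100% = forskolin alone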
Target sequence (O60755 1-299 limits assumed): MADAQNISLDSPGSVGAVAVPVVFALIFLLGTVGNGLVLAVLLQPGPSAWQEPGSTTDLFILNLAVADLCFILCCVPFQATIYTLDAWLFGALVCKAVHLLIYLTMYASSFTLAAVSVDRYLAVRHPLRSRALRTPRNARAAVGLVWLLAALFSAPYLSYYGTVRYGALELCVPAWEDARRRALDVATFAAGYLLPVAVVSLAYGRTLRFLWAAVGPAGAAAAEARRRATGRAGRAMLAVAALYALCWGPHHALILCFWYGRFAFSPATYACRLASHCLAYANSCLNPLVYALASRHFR
The depositor's hits bear a star; ? = inconclusive; / = no result given; [ ] = remark or other dose.

mol,V1aR counter,MEKK2wt PB1 HTS,NALP1 inh,PHOSPHO1 block,MEKK2 mut-MEK5,OXTR agonist,GPR7 antag,MEKK3 PB1 HTS,GalR3 antagonist
Cc1cc(C(=O)Nc2c(F)cc(F)cc2Br)no1,0.7,101,35,18,2,-0.7,-16,98,-6
O=C(C1CCCC1)N1CCN=C1SCc1cccc([N+](=O)[O-])c1,-0.4,96,10,-1,-12,-2.4,13,92,12
CCN(CC)C(=O)C1CCC(CNS(=O)(=O)c2cccc3nsnc23)CC1 (configuration not stated),3.7,104,-3,34,4,3.1,2,101,-9
COc1ccccc1C(=O)NCCCN1CCCC1=O,0.0,102,28,10,4,-0.7,8,98,-2
CC1=C(C(=O)O)N2C(=O)C(NC(=O)c3nn(C)cc3Cl)C2SC1 (configuration not stated),0.3,108,3,8,8,-0.1,-9,103,-3
CCC(C)C1=CC(=Nc2c(C)n(C)n(-c3ccccc3)c2=O)C=C(C(C)CC)C1=O (configuration not stated),0.9,93,-17,28,-6,-1.9,2,99,-3
Cc1onc(-c2ccccc2)c1C(=O)N1CCC(C)CC1,0.2,102,13,5,5,0.1,-11,116,0
O=C(NCCc1ccc(Cl)cc1)c1ccc2nc[nH]c2c1,0.3,89,2,20,-10,-0.8,2,83,-2
CCC(c1nnnn1Cc1ccco1)N1CCC(C(N)=O)CC1 (configuration not stated),-0.1,/,2,9,/,1.4,-8,/,2
O=C(COC(=O)c1cn(-c2ccccc2)nc1-c1cccs1)NC1CC1,1.6,?,-27,65*,-39,0.6,-6,?,-4
Cc1cc(C)c(NC(=O)CN2C(=O)NC3(CCOc4ccccc43)C2=O)c(C)c1 (configuration not stated),1.5,108,22,3,4,0.9,17,102,-3
COc1cc(OC)cc(C(=O)NCCNC(=O)c2ccco2)c1,0.0,104,-4,-6,5,-0.3,-17,105,0
CN(C)c1cccc(C(=O)NCC(c2ccco2)N(C)C)c1 (configuration not stated),0.1,98,0,23,5,-0.5,-11,99,6
Cc1cccc(OC(C)C(=O)Nc2ccc(S(=O)(=O)N3CCCC3)cc2)c1 (configuration not stated),3.4,102,4,28,1,0.8,0,97,0
O=C(Nc1nccs1)c1ccc(NC(=O)c2ccco2)cc1,1.6,114,1,-7,20,1.9,1,119,-1
Cc1ccc(NC(=O)CSc2n[nH]c(-c3ccncc3)n2)c(C)c1,1.4,102,28,19,0,-0.1,7,102,-11
CCOC(=O)c1[nH]n(-c2ccc(Cl)cc2)c(=O)c1C,0.1,95,15,-13,-2,-1.1,-9,95,-1
COc1ccc(-n2cnnc2SCC(=O)Nc2cc(C(C)(C)C)nn2-c2ccccc2)cc1,0.4,101,1,28,1,0.6,-7,102,7
Cc1cc(C)c2oc(C(=O)N(Cc3ccccc3)C3CCS(=O)(=O)C3)cc(=O)c2c1 (configuration not stated),2.0,91,/,32,-12,0.9,-9,94,4
CCC(C)NC(=O)CSc1nc2c(sc(=S)n2Cc2ccco2)c(=O)n1-c1ccccc1 (configuration not stated),-1.2,93,18,32,-2,-1.3,3,102,-6
COc1cc(CN2CCNC(=O)C2CC(=O)N2CCCCO2)cc(OC)c1 (configuration not stated),0.4,100,17,0,-1,0.4,1,102,-4
CCN1CCCC1CNC(=O)C1CCN(C(=O)c2cc3sccc3n2Cc2ccc(F)cc2)CC1 (configuration not stated),0.1,128,1,-17,25,-0.5,1,103,2
Cc1cc(C)cc(N(CCC#N)C(=O)COC(=O)c2ccccc2SCC(=O)N2CCCC2)c1,/,93,17,26,-7,/,0,95,-3
CS(=O)(=O)N1CCN(c2ccccc2NC(=O)c2ccc3ccccc3c2)CC1,-0.2,100,-9,-35,3,0.8,5,106,-3
CCc1nnc(SCC(=O)Nc2ccc3c(c2)OCO3)n1CC,0.0,102,7,56,0,0.3,-14,102,-3
COc1ccc(NC(=O)CSc2nnc(Cn3nnc4ccccc43)n2C)cc1,-0.5,100,-3,12,7,-0.5,-2,99,2
COC(=O)c1c(C)[nH]c(O)c1C=Nc1ccc(C#N)cc1,0.1,100,19,20,0,0.7,-11,102,-1
COc1ccc(CC(=O)Nc2c3c(nn2-c2cccc(C)c2C)CS(=O)C3)cc1 (configuration not stated),0.3,102,12,27,1,-0.4,-1,102,3
CCOC(=O)C(=O)c1cn(C2OCC(OC(C)=O)C(OC(C)=O)C2OC(C)=O)c2ccccc12 (configuration not stated),-0.2,103,32,8,2,-0.6,2,104,1
CCCS(=O)(=O)n1nc(-c2ccc(C)cc2)cc1N,-1.1,107,12,-5,-3,-1.2,-3,105,-1

Continuation:
mol,V1aR counter,MEKK2wt PB1 HTS,NALP1 inh,PHOSPHO1 block,MEKK2 mut-MEK5,OXTR agonist,GPR7 antag,MEKK3 PB1 HTS,GalR3 antagonist
CCOC(=O)C1=C(C)NC2=C(C(=O)c3ccccc32)C1c1ccc(O)cc1 (configuration not stated),0.0,102,27,7,0,-1.2,-6,96,20*
Cc1ccc(OCc2nc(-c3ccccc3)no2)c(C)c1,1.2,98,6,7,-9,-0.9,-8,97,2
O=C(c1cc2nc(-c3ccco3)cc(C(F)(F)F)n2n1)N1CCc2ccccc2C1,0.2,/,6,18,/,-0.6,-10,/,5
COc1ccc(N)cc1NC(=O)CN1CCCC1,-0.5,109,13,15,4,-0.4,-11,103,-10
COc1cc(/C=N/N=C2/NC(=O)C(Cc3ccc(F)cc3)S2)ccc1O (configuration not stated),0.6,104,13,-17,2,-1.2,-13,102,7
Cc1ccc(S(=O)(=O)N2CCC(C(=O)N3CCc4ccccc43)CC2)cc1,0.0,96,6,30,0,0.0,-12,98,-4
COc1cccc(C2NC(=O)c3ccccc3O2)c1OCc1ccccc1F (configuration not stated),-1.2,82,8,-12,-9,-0.8,-10,102,-3
CCOC(=O)c1oc2ccc(OC)cc2c1NC(=O)CN1CCN(C)CC1,-0.4,99,26,10,2,1.7,-4,97,-2
OC(COc1ccc(Br)cc1)CN1CCOCC1 (configuration not stated),1.7,101,-8,11,4,0.1,-5,98,-5
C[C@H]1CCC(=O)N([C@H](CN=[N+]=[N-])Cc2ccccc2)CC1,-0.6,96,12,-13,-5,-1.7,0,98,-4
COc1cccc(C(=O)O/N=C2\CCS(=O)(=O)c3sccc32)c1,0.2,104,8,45,-1,0.3,-8,103,-6
COc1ccc(N(CC(=O)NCc2ccccc2OC)S(=O)(=O)c2c(C)nn(C)c2C)cc1,0.4,103,-2,11,9,0.8,-12,106,/
O=C(N/N=C/c1ccc(O)c(O)c1)N/N=C/c1ccc(O)c(O)c1,/,106,5,24,4,/,0,106,13*
Cc1ccc(NC(CNS(=O)(=O)c2ccc(Cl)cc2)c2ccccc2)cc1 (configuration not stated),-0.5,117,-6,38,21,-2.4,-10,108,0
CCN1C(c2ccccc2)C(C)C(=O)C(C)C1c1ccccc1 (configuration not stated),-0.5,96,-8,-4,-1,-3.1,-1,102,-2
Fc1ccccc1N1CCN(CCCc2ccccc2)CC1,-1.1,108,13,19,7,-0.3,-18,104,-3
COc1cccc(-c2ccc(C#N)c(OC(=O)c3c(Cl)cccc3Cl)n2)c1,1.0,104,10,2,1,0.6,1,103,-3
O=C(NC1CCCN(Cc2ccc(Cl)cc2)C1)c1ccccc1C(F)(F)F (configuration not stated),0.1,106,8,39,4,0.6,0,105,-1
CCOC(=O)COc1ccc(S(=O)(=O)NCCC2=CCCCC2)cc1,4.2,105,16,-45,8,2.4,2,105,-4
COc1ccc(NC(=O)Cc2ccc(Cl)cc2Cl)cn1,-0.4,95,-9,28,-2,2.1,-7,97,-6
O=C(CSc1ccc2nnc(-c3ccc(Cl)cc3)n2n1)N1CCc2ccccc21,-0.1,/,35,6,/,0.8,-5,/,0
CCCN(C#N)c1nc(NCC)nc(NC(C)C)n1,-0.7,106,-9,21,7,-0.6,-16,107,-4
Cc1ccc(C(=O)c2ccccc2C(=O)OCC(=O)NCC2CCCO2)cc1 (configuration not stated),-0.2,106,-10,29,3,-1.3,-8,106,3
Cc1cc(NC(=O)C(C)Oc2ccc(C(C)(C)C)cc2)no1 (configuration not stated),5.3,102,12,43,-1,3.2,1,103,-2
COc1ccc(CCNc2ncnc3c2c(C)c(C)n3CCO)cc1OC,4.6,107,9,33,5,3.6,-23,104,-6
CCC(CC)C(=O)N1CC(=O)Nc2ccc(F)cc2C1c1ccc(F)cc1 (configuration not stated),-0.2,101,14,15,0,-0.5,8,103,-1
Cc1ccc2c(c1)/C(=C/c1ccco1)C(=O)N2,0.3,108,3,-3,0,-1.6,-13,111,-5
C=CCC(C)(NCc1ccccc1)c1ccco1 (configuration not stated),0.2,2.0*[inhibitor],-9,54,-16,0.9,-5,2.0*[inhibitor],-8
Cc1ccc(S(=O)(=O)N/N=C\c2ccc3c(c2)OCO3)c(C)c1,0.8,109,10,27,6,-0.2,-7,103,-2
CCCn1c(-c2ccc(OC)cc2)nc2ccccc21,-1.7,110,-12,25,5,-2.0,-8,103,-2

(listing goes on)
mol,V1aR counter,MEKK2wt PB1 HTS,NALP1 inh,PHOSPHO1 block,MEKK2 mut-MEK5,OXTR agonist,GPR7 antag,MEKK3 PB1 HTS,GalR3 antagonist
COc1ccc(NC(=S)N2CCC(NC(=O)c3ccco3)CC2)cc1,0.7,99,5,22,3,0.4,-3,101,-7
Cc1cccc(OCCCC(=O)NC(C)C)c1,0.4,95,-6,34,-1,0.8,-6,93,-3
O=C1NC(c2ccc3c(c2)OCO3)Oc2ccccc21 (configuration not stated),1.4,108,-8,-30,5,1.0,-11,104,-7
COc1ccc(-n2nnc3c(SCC(=O)NCc4ccco4)ncnc32)cc1,8.1,93,-1,13,-4,8.8,-2,97,2
CCN(CC)C(NC(=O)c1ccccc1)C(=O)c1ccccc1 (configuration not stated),0.5,119,14,7,17,-0.5,-7,116,-1
O=C(/C=C/c1ccc2c(c1)OCO2)Nc1nc(-c2ccccc2)cs1,-0.1,97,7,9,-6,-0.2,2,102,-8
Cc1cccc(N2CCN(C(=O)CN3C(=O)NC(C)(C)C3=O)CC2)c1C,0.9,97,25,1,-19,1.9,-3,89,6
O=c1c(-c2ccnn2-c2ccc(F)cc2)cnc2n1CCS2,-0.5,108,37,11,5,-1.1,-8,104,-3
O=C1CC(c2cccc([N+](=O)[O-])c2)c2c(ccc3ccccc23)N1 (configuration not stated),-1.8,104,6,15,1,-1.6,4,105,-5

Fetched one by one from the entries so far:
mol,V1aR counter,MEKK2wt PB1 HTS,NALP1 inh,PHOSPHO1 block,MEKK2 mut-MEK5,OXTR agonist,GPR7 antag,MEKK3 PB1 HTS,GalR3 antagonist
COc1ccc(NC(=S)N2CCC(NC(=O)c3ccco3)CC2)cc1,0.7,99,5,22,3,0.4,-3,101,-7
O=C1CC(c2cccc([N+](=O)[O-])c2)c2c(ccc3ccccc23)N1 (configuration not stated),-1.8,104,6,15,1,-1.6,4,105,-5
